TDP1 inh – TDP1 (human) enzyme inhibition | Q9NUW8 | recombinant TDP1, AlphaScreen DNA substrate cleavage | actives 0.28% (n = 350,000) | Potency, µM (highest dose often 130 µM), without a hit: at the highest dose activity change, negative = inhibition, usual class: inhibitors; note: nearly all actives have a fitted effect of over 40% in size
Target sequence (Q9NUW8 whole entry, looked up): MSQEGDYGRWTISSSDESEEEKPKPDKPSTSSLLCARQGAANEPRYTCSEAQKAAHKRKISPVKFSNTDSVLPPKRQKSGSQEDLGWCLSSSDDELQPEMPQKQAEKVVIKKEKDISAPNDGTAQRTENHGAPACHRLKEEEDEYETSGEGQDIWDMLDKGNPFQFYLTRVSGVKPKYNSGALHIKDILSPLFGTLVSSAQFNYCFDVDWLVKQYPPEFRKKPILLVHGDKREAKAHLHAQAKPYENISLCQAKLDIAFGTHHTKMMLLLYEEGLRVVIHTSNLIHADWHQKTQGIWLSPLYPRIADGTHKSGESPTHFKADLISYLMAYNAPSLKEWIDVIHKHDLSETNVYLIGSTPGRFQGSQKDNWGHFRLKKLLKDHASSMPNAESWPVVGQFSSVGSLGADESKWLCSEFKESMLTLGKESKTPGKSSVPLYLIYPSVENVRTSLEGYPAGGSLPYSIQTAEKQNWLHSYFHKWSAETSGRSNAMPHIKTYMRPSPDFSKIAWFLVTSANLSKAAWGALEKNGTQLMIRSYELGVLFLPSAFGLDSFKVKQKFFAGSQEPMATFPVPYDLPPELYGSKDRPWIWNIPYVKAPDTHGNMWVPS
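Signal: AlphaScreen proximity between streptavidin donor and anti-FITC acceptor beads on intact substrate. Reaction: Tdp1 1 nM, substrate 15 nM final, 5 min RT after 15 min compound preincubation.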
TDP1 cell noCPT – qHTS for Inhibitors of human tyrosyl-DNA phosphodiesterase 1 (TDP1): qHTS in cells in absence of CPT | DT40 Tdp1-/- hTDP1 cells, no CPT, ATP luminescence, 48 h | Potency, µM (series often up to 46.2 µM), for the others: top-dose activity change, negative = growth inhibition, hits mostly inhibitors | actives 15% (n = 420,000) | AID 686978, 2013; note: nearly all actives have a fitted effect of over 55% in size
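Seeded 400 DT40-hTDP1 cells/well (vehicle DMSO, no 20 nM CPT); pinned compounds; ≥48 hr at 37 °C; CellTiter-Glo luminescence as viability measure.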
TDP1 cell CPT – DT40-hTDP1 cell growth loss with CPT | AID 686979 | chicken DT40 Tdp1-/-;hTDP1 cells + 20 nM CPT, ATP luminescence, 48 h | actives 12% (n = 420,000) | Potency, µM (doses to about 46.2 µM), for inactives: top-dose activity change, negative = growth inhibition, actives largely listed as inhibitors; note: nearly all actives have a fitted effect of over 55% in size
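Cell growth measured by CellTiter-Glo luminescence after a minimum 48 h, 37 C compound exposure with 20 nM CPT in Tdp1-knockout DT40 cells stably expressing hTDP1, seeded 400/well; qHTS titration format.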
An asterisk follows results filed as active; ? = inconclusive; . = not tested or not shown; & = joins results of further samples; ! = a repeat was not active; [ ] = remark or other dose. Calls come from the whole dose curve; as a rule, active = well fitted curve in the direction sought with a large enough effect; inconclusive = small, poorly fitted or top-dose-only effect, or another doubt; inactive = no such curve, though single readings can be large; an effect the other way counts as inactive or inconclusive. % is set by controls: 0 for no effect and ±100 for the full control effect; potency is the fitted concentration of half-maximal effect. This is a random part of the collection. About 18% of those tested had a hit in this group.

SMILES | TDP1 inh | TDP1 cell noCPT | TDP1 cell CPT
O=C(NC1CCCCC1)NC1C2CC3CC(C2)CC1C3 (stereo not given) | 2.8% | ? | ?
Clc1ccc(OCc2cn3cccnc3n2)c2ncccc12 | -3.1% | -3.5% | 1.8%
O=C(OCC(=O)N1CCN(C(=O)COC(=O)c2ccccc2NCCO)CC1)c1ccccc1NCCO | . | -8.5% | -23.1%
CC(C)(C)NC(=O)CSc1nc(-c2ccccc2)cc(=O)[nH]1 | 0.0% | -12.5% | 2.3%
O=C(CSc1ccccn1)C12CC3CC(CC(C3)C1)C2 | -7.7% | ? | ?
Cc1cc(CNC(=O)CCc2nnc(CCCCc3ccccc3)o2)nn1C | -3.6% | -3.1% | 1.1%
O=C1C=C(c2cccc(Cl)c2O)C[C@@H](c2ccc(Cl)cc2)C1 | 0.3% | ? | ?
Nc1nc2c(-c3ccc(Br)cc3)nnn2c2ccccc12 | . | 4.7% | -0.9%
COC(=O)c1c(NC(=O)c2cccs2)sc2c1CCC(C)C2 (stereo not given) | -1.9% | ? | ?
CN(Cc1ccccc1)C(=O)c1cc(S(=O)(=O)N2CCOCC2)cn1C | . | 1.6% | 7.1%
CN/C(=C\[N+](=O)[O-])NCCSCc1csc(CN(C)C)n1 | 10.3%[21 µM] | 8.6% | 0.2%
C/C=C/c1ccc(OCCN2CCc3ccccc3C2)c(OC)c1 | -2.6% | ? | ?
COc1cc(OC)c(OC)cc1C#N | 6.4% | 0.7% | 2.4%
COc1cc(-c2nnc(SC/C=C/c3ccccc3)n2N)cc(OC)c1OC | 3.1% | ? | -27.4%
COc1ccc(Cl)cc1NC(=O)CCNC(=O)Cn1ccc2ccccc2c1=O | -3.5% | ? | -4.7%
Cc1ccc(SCC(=O)OCc2csc(CC(=O)Nc3ccccc3C)n2)cc1C | 0.4% | 0.6% | -27.4%
COCCNC(=O)C1CCN(S(=O)(=O)c2c(C)noc2/C=C/c2cccs2)CC1 | 1.2% | 14.8% | -18.5%
CCCCNC(=O)C[C@@H]1C[C@@]2(C(=O)OCC)CCCC=C2N(CCc2ccc(OC)c(OC)c2)C1=O | . | 18.4µM* | 1.46µM*
CC(=O)Nc1ccccc1OCc1nnc(-c2ccccc2Cl)o1 | 2.9% | ? | -21.2%
CN(CC(=O)Nc1ccc(F)cc1F)S(=O)(=O)c1ccc(C(=O)N2CCOCC2)s1 | 8.8% | -12.2% | ?
COc1ccc(NCc2ccc(OC)c(Cn3ccnc3)c2)c(OC)c1 | . | ? | -29.1%
O=C(CNC(=O)N1CC(=O)Nc2ccccc21)Nc1cccc(F)c1 | 3.2% | 12.2% | 0.8%
Cc1cc(NC2C3CC4CC(C3)CC2C4)n2ncnc2n1 (stereo not given) | 6.2% | -12.5% | 2.9%
COc1cc(/C=C/C(=O)O)ccc1OS(=O)(=O)c1cc(C)ccc1C | 7.0% | -8.1% | 2.6%
O=C(Nc1ccc(F)cc1F)c1ccc(-n2cccn2)c([N+](=O)[O-])c1 | 5.5% | -18.4% | -3.4%

Four of the compounds above, field by field:
Structure: COc1cc(-c2nnc(SC/C=C/c3ccccc3)n2N)cc(OC)c1OC
  TDP1 inh = 3.1% | TDP1 cell noCPT = ? | TDP1 cell CPT = -27.4%

Structure: COc1ccc(Cl)cc1NC(=O)CCNC(=O)Cn1ccc2ccccc2c1=O
  TDP1 inh = -3.5% | TDP1 cell noCPT = ? | TDP1 cell CPT = -4.7%

Structure: Cc1ccc(SCC(=O)OCc2csc(CC(=O)Nc3ccccc3C)n2)cc1C
  TDP1 inh = 0.4% | TDP1 cell noCPT = 0.6% | TDP1 cell CPT = -27.4%

Structure: COCCNC(=O)C1CCN(S(=O)(=O)c2c(C)noc2/C=C/c2cccs2)CC1
  TDP1 inh = 1.2% | TDP1 cell noCPT = 14.8% | TDP1 cell CPT = -18.5%

(more compounds)
SMILES | TDP1 inh | TDP1 cell noCPT | TDP1 cell CPT
CCOc1ccc(S(=O)(=O)c2c[nH]c3ccccc3c2=O)cc1 | 3.8% | ? | -29.5%&-29.4%
Cc1cccc(NC(=O)COC(=O)c2ccc3c(=O)n4c(nc3c2)CCC4)c1 | 4.5% | -24.6% | -0.7%
CC1CCN(C(=O)C(Cc2ccccc2)NS(=O)(=O)c2ccc3c(c2)oc(=O)n3C)CC1 (stereo not given) | 4.9% | ? | -28.5%
CS(=O)(=O)N(Cc1ccc(Cl)cc1)c1ccc(C(=O)N/N=C/c2cc3ccccc3nc2Cl)cc1 | 4.6% | 23.1µM* | ?
CCC(C)c1ccc(OCC(=O)Nc2cccc(-c3nc4ncccc4o3)c2)cc1 (stereo not given) | 2.1% | 16.4µM* | -89.1%
CC(C)(C)c1cc(C(=O)O)n(Cc2ccc(Cl)cc2Cl)n1 | 0.0% | -13.1% | 14.6µM*
CCc1cc(=O)n2[nH]c(C)c(-c3ccc(OC)cc3)c2n1 | 1.0% | -29.6% | -7.0%
CCOC(=O)C1(CCc2ccccc2)CCN(C(=O)CCc2cnn(C)c2)CC1 | . | -19.0% | ?
CCOc1ccc(CCNC(=O)C2=C(C)C(=O)OC23CCCCC3)cc1 | 3.5% | -12.0% | -27.2%
COc1ccc(-c2nc(CN3CCC(C(=O)NCCCN4CCN(c5ccccc5F)CC4)CC3)c(C)o2)cc1OC | 10.4% | 1.16µM* | ?
CCOc1nnc(C)c2c(C)n(-c3cccc(Cl)c3)nc12 | 5.7% | ? | -22.4%
CCCC1=C(C(=O)OCC)C(c2cc(Cl)cc(OC)c2OCc2ccccc2)NC(=O)N1 (stereo not given) | 6.7% | ? | ?
Cc1ccc([N+](=O)[O-])cc1S(=O)(=O)NCC1COc2ccccc2O1 (stereo not given) | 7.0% | -15.8% | ?
CN(C)CCNc1nc2c(c(=O)[nH]c(=O)n2C)n1CCOc1ccccc1 | . | -19.0% | ?
NCc1ccccc1COc1ccccc1 | 5.3% | -22.3% | -2.3%
O=C(COc1ccc(F)cc1)Nc1ccc2nc(SCC(=O)N3CCCC3)sc2c1 | . | 23.1µM* | 11.6µM*
COC(=O)c1ccccc1NC(=O)CN1C(=O)COc2ccc(Cl)cc21 | -1.1% | ? | -20.5%
CC(C)(C)NC(=O)COC(=O)c1ccc(O)cc1 | -10.0% | -6.8% | -15.2%
CCOC(=O)C/C(C)=N/NC(=O)Nc1ccccc1 | -0.6% | 6.1% | 6.1%
C=CCNC(=O)C1CC2Cn3c(nc4cc5ccccc5cc43)C2N1C (stereo not given) | -6.2% | 0.0% | 10.9%
CCCCN(C(=O)c1c(CC)noc1C)c1c(N)n(CCC)c(=O)[nH]c1=O | . | 4.6% | 6.7%
COc1ccccc1C1CC(c2ccc(Cl)cc2)Nc2ncnn21 (stereo not given) | 1.1% | 20.6µM* | 14.6µM*
CCc1cc2cc3c(cc2nc1SCC(=O)Nc1nccs1)OCO3 | 1.0% | -23.7% | ?
CCCCCn1c(CNC(=O)c2ccc(F)cc2)nc2ccccc21 | -2.9% | 20.6µM* | 16.4µM*
COc1cccc(/C=C(/C#N)c2ccc(Cl)cc2)c1OCc1cccc(C(=O)O)c1 | 0.0% | ? | 3.3%

(further entries)
SMILES | TDP1 inh | TDP1 cell noCPT | TDP1 cell CPT
CC(=O)Nc1ccc(Nc2ccccc2)cc1 | -3.7% | 1.1% | ?
COC(=O)c1cc2occc2n1CC(=O)Nc1ccc(C)cc1Cl | -2.0% | -27.7% | -14.5%
COc1ccc(COC(=O)Nc2c(SC)nsc2SC)cc1 | -8.8% | -22.3% | -23.5%
C=CCn1c(SCC(=O)CC(=O)OCC)nc2cc(C(=O)N3CCC(C(N)=O)CC3)ccc2c1=O | 3.4% | -17.2% | 22.1%
COC(=O)c1ccccc1NC(=O)c1ccnn1C | . | -15.0% | -1.8%
CCCCCC[n+]1c(-c2ccc(Cl)cc2Cl)csc1Nc1ccccc1 | 0.0% | 23.1µM* | ?
COc1ccc(S(=O)(=O)NCc2ccccn2)cc1Cl | 7.2% | -9.1% | -9.3%
Cc1cccc(Cc2c(C)nc3nc(SCC(=O)NCc4ccc(F)cc4)nn3c2C)c1 | 5.9% | 23.1µM* | 16.4µM*
CN(C)CCN(Cc1ccccc1)c1ccccn1 | -3.6%&-2.1%&-2.9% | ? | -15.5%&-21.3%
Brc1ccc2nc(-c3ccco3)c(Cc3ccccc3)n2c1 | . | ? | ?
COCCN1CCN(C(=O)C2CCC(=O)N(Cc3ccc(Cl)cc3)C2)CC1 (stereo not given) | 1.0% | 15.1% | 0.0%
COC(=O)CSC1=C(C#N)C(=O)NC(c2ccccc2)S1 (stereo not given) | 10.7% | 2.06µM* | 2.59µM*
Cc1ccc(C)c(CN2CCC(CNC(=O)Nc3cccc(Cl)c3C)CC2)c1 | . | ? | ?
CCOCCCNC(=O)C(c1ccc(C)cc1)N(Cc1ccc2c(c1)OCO2)C(=O)c1cnccn1 (stereo not given) | 3.1% | -4.0% | -5.2%
CCOC(=O)C[C@H]1c2ccc(C(F)(F)F)cc2S(=O)(=O)N1C(C)(C)C | . | ? | 11.2µM*!
CC1CCCC(C)N1C(=O)COC(=O)CNC(=O)c1ccccc1 (stereo not given) | 0.0% | -13.3% | -4.5%
Cc1ccc(NC(=O)C2C3C=CC4(CN(Cc5cccnc5)C(=O)C24)O3)cc1 (stereo not given) | 2.6% | 7.3% | 4.1%
Cc1ccc(/C=N/NC(=O)CCn2nc(C)cc2C)c(C)c1 | 5.1% | ? | ?
Cc1nc(SCC(=O)N2c3ccccc3NC(=O)CC2C)c2c(C)c(C)sc2n1 (stereo not given) | -0.4% | ? | ?
CCN(c1ccccc1)S(=O)(=O)c1ccc(NC(=O)c2nc(SC(C)C)ncc2Cl)cc1 | -4.7% | 18.4µM* | 20.6µM*
CC(O)CNc1nc2c(c(=O)n(C)c(=O)n2C)n1C/C=C/c1ccccc1 (stereo not given) | 2.9% | 9.2µM* | 8.2µM*
Nc1ccc(-c2nnn(Cc3ccccc3F)n2)cc1 | . | -28.5% | 16.4%
CCOc1ccc(NS(=O)(=O)c2ccc(C(=O)N(C)CC(=O)Nc3ccc(C)cc3)cc2)cc1 | -1.8% | 16.4µM* | ?
Cc1ccc2c(=O)cc(C(=O)N(Cc3ccc(N(C)C)cc3)C3CCS(=O)(=O)C3)oc2c1 (stereo not given) | 7.4% | ? | -20.7%
CCc1ccc(CN(C)Cc2nc(-c3cccc(Cl)c3)no2)nc1 | 2.4% | ? | -32.7%

Continued:
SMILES | TDP1 inh | TDP1 cell noCPT | TDP1 cell CPT
CNC(=S)N=Nc1c(O)[nH]c2ccccc12 | 2.6% | -6.4% | -6.8%
Cc1ccc(C2(C)NC(=O)N(CC(=O)Nc3ccc(S(=O)(=O)Nc4nccs4)cc3)C2=O)cc1 (stereo not given) | . | 4.0% | 14.5%
CC(=O)NC(Cc1ccc(F)cc1)C(=O)NC1CCN(c2nnnn2-c2ccccc2)CC1 (stereo not given) | 2.3% | -12.8% | 6.5%
Cc1onc(-c2ccccc2)c1C(=O)OCC(=O)Nc1ccc2c(c1)OCO2 | 2.1% | -29.2% | -23.2%
CCCCOC(=O)Cn1c(=N)n(CCC)c2ccccc21 | 9.8% | -9.1% | 0.3%
Cc1c(C(=O)Nc2cccnc2)oc2ccc(Br)cc12 | 4.3% | ? | ?
COc1ccccc1N1CCN(c2nc(CNC(=O)c3ccc(C)c(C)c3)nc3ccccc23)CC1 | . | -29.1% | 0.4%
COc1cc(N=C(N)N=C(N)N)cc(OC)c1 | -13.7% | -26.0% | -27.5%
OCCN(Cc1ccccc1)CC1CC2C=CC1C2 (stereo not given) | 1.0% | -5.7% | 0.0%
CS(=O)(=O)c1ccc2nc(NC(=O)C3COc4ccccc4O3)sc2c1 (stereo not given) | 3.1% | -19.0% | -11.0%
CC(=O)Nc1cccc(-c2cnc3ccccc3n2)c1 | 2.3% | -14.1% | -9.0%
COc1ccc(C(=O)Nc2ccc(N(C)Cc3ccccc3)c(C(=O)O)c2)cc1 | -10.3% | -1.3% | -0.7%
O=C(CCl)Nc1c(C(=O)Nc2ccc3c(c2)OCCO3)oc2ccccc12 | ? | 10.3µM* | 5.17µM*
O=C(CN1CCN(S(=O)(=O)c2ccccc2)CC1)Nc1cccc(C(F)(F)F)c1 | 3.0% | ? | 16.4µM*
O=C(NCc1ccccc1Cl)C1CCN(S(=O)(=O)c2cccc3nonc23)CC1 | 0.0% | ? | 22.7%
CCOC(=O)CC1(CC(=O)OCC)NC(=O)c2c(C)sc(C(=O)OCC)c2N1 | 3.1% | ? | ?
COC(=O)c1sccc1NC(=O)COc1ccc(C)cc1 | -10.8% | ? | -5.5%
COc1cc(OC)c(NC(=O)c2ccccc2F)cc1Cl | 0.0% | -20.9% | -11.2%
O=C(NC1CCN(S(=O)(=O)c2ccc(F)cc2)CC1)c1cccc(F)c1 | 1.4% | 10.8% | 2.0%

Assay outcomes as filed in PubChem.
